Dengue-2 NS5 capping = Dengue-2 NS5 methyltransferase inhibitors, primary screen, biochemical, confirmation dose response (AID 588689); Dengue-2 NS5 methyltransferase capping enzyme assay, biochemical; higher % means a stronger effect; inhibition, % at 25 µM, or IC50 in µM where a hit was titrated; 340,000 compounds, 0.3% hits; in the data active means a potency from the dose series; inconclusive means inhibition above about 29% without an active follow-up result
SV40 large T antigen = SV40 large T antigen inhibitors, biochemical (AID 1903) | SV40 large T antigen ATPase/helicase inhibition assay; higher % means a stronger effect | inhibition, % at 20 µM; hits with a dose series show IC50 in µM | 310,000 compounds, 0.39% hits; in the data active means a potency from the dose series; inconclusive means inhibition mostly from about 32% at the one dose, without a potency; inactive means the rest, 99 in 100 with inhibition below about 32%; further: strong numbers were not always called active
AID2073 = inhibitors of Mint1-CaV2.2 protein interaction, biochemical, HTRF (AID 2073). Voltage-dependent N-type calcium channel subunit alpha-1B (Homo sapiens). HTRF protein-protein interaction, Mint1-CaV2.2; higher % means a stronger effect. one-dose inhibition, % at 20 µM; IC50 in µM for titrated hits. 290,000 compounds, 0.19% hits; in the data active means inhibition mostly above about 51%, no sharp cut-off; inconclusive means no clear call, values can overlap the other calls; inactive means mostly below about 53%; further: some results filed as inactive read as strong as hits
West Nile virus CPE = West Nile virus antiviral activity, cell-based, CPE readout (AID 1621); West Nile virus-infected cells, CPE inhibition; higher % means a stronger effect; CPE inhibition, % at 10 µM, or IC50 in µM where a hit was titrated; 290,000 compounds, 0.02% hits; in the data active means a potency from the dose series; inconclusive means CPE inhibition mostly from about 3.7% at the one dose, without a potency; inactive means the rest, 99 in 100 with CPE inhibition below about 2.2%; further: strong numbers were not always called active
Rac1 GTP hydrolysis = MgcRacGAP GTPase-activating activity inhibitors, confirmation, biochemical, ADP Hunter fluorescence. Rac GTPase-activating protein 1 (Homo sapiens). one-dose inhibition, % at 30 µM; IC50 in µM for titrated hits. MgcRacGAP-stimulated Rac1 GTP hydrolysis, ADP Hunter fluorescence; higher % means a stronger effect; GST-tagged Rac1 F28L mutant substrate. 340,000 compounds, 0.6% hits;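 active means first-screen hits whose inhibition reached a set limit at any dose in the follow-up dose series; inconclusive means inhibition above the set first-screen limit but never retested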;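 further: fluorescence reports GDP produced by GAP-driven GTP hydrolysis; strong numbers were not always called active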
RSV antiviral HEp-2 = RSV antiviral activity via CPE protection, HEp-2 cells, primary 10 µM value included (AID 2391). HEp-2 cells, RSV-induced CPE inhibition; higher % means a stronger effect. CPE inhibition, % at 10 µM; hits with a dose series show IC50 in µM. 310,000 compounds, 0.13% hits; in the data active means a potency from the dose series; inconclusive means CPE inhibition mostly from about 23% at the one dose, without a potency; inactive means the rest, 99 in 100 with CPE inhibition below about 21%; further: strong numbers were not always called active
SIAH1 antagonists = Siah-1 peptide-binding antagonists, primary screen, biochemical, fluorescence polarization, rhodamine-plectin, uHTS (AID 1817). E3 ubiquitin-protein ligase SIAH1 (Homo sapiens). Siah-1 / rhodamine-plectin peptide fluorescence polarization; higher % means a stronger effect. displacement, % at 20 µM, or IC50 in µM where a hit was titrated. 290,000 compounds, 0.02% hits;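 active means displacement of at least 50% at 20 µM, with a fluorescence ratio check between 0.3 and a set limit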;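 further: plate controls were Siah plus tracer with DMSO for no effect and tracer alone without Siah for full effect; strong numbers were not always called active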
NTR1 ag = agonists of NTR1, primary screen, imaging, U2OS cells, beta-arrestin-GFP, high content (AID 493036); Neurotensin receptor type 1 (Homo sapiens), P30989; activation, % at 20 µM; NTR1-U2OS beta-arrestin-GFP spot imaging, agonist mode; 330,000 compounds, 0.17% hits;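 active means activation at or above 40% of the spot to cytoplasm intensity ratio, with at least 20 cells analyzed; inconclusive means wells under 20 cells, flagged as cytotoxic or low count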;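 further: 0% = DMSO without peptide and 100% = 100 nM NTR1 peptide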
Target sequence (P30989 whole entry, looked up): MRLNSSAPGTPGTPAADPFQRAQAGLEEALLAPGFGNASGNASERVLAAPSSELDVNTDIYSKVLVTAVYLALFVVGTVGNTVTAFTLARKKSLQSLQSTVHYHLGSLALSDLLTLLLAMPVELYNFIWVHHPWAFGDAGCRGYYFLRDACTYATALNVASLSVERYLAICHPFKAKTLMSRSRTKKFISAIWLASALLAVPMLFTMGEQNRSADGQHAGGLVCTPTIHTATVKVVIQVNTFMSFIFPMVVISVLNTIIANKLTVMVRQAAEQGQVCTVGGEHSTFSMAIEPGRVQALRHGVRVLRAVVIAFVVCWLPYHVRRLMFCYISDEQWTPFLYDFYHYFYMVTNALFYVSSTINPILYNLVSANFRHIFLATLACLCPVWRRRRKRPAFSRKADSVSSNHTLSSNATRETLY
UTI89 phage lysis = inhibition of K1F phage lysis, E. coli UTI89, bacterial capsule biogenesis inhibitors, alamar blue (AID 488966) | inhibition, % at 100 µM; hits with a dose series show IC50 in µM | E. coli UTI89 K1F phage lysis, alamar blue, 2 h; higher % means a stronger effect | 340,000 compounds, 0.02% hits;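 active means phage lysis inhibition, versus mean bacterial control, above a set limit; inconclusive means no clear call, values can overlap the other calls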;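 further: capsule biogenesis inhibitors block K1F phage lysis so surviving cells raise fluorescence; higher fluorescence means more inhibition of phage lysis; actives were called in the ten point dose series up to 300 µM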
NTR1 ag cell count 20 µM = second read-out of NTR1 ag, no call of its own (marks repeat the call); cell count; measured here: cell count, cytotoxicity flag
Dengue-2 NS5 capping pilot replicate = second read-out of Dengue-2 NS5 capping, no call of its own (marks repeat the call); inhibition, %; measured here: pilot screen replicate inhibition
Starred values were filed as active, the others as inactive; ? = inconclusive; / = not tested or not shown; [ ] = another dose, or the depositor's remark. Random draw from the library. Share with any hit: about 1.6%.

SMILES | Dengue-2 NS5 capping | SV40 large T antigen | AID2073 | West Nile virus CPE | Rac1 GTP hydrolysis | RSV antiviral HEp-2 | SIAH1 antagonists | NTR1 ag | NTR1 ag cell count 20 µM | UTI89 phage lysis | others
O=C1NC(=O)/C(=C\c2ccc(Br)o2)S1 | -6% | 3% | 0% | -0.6% | 12% | 2.7% | -4% | -1.1 | 82 | 1.3%
CCOC(=O)C1CCN(S(=O)(=O)CCNC(=O)c2ccc3c(c2)OCO3)CC1 | -3% | 19% | / | / | 2% | 1.4% | / | 0.2 | 76 | 0.8%[50 µM]
COc1ccc2[nH]c(C)c(CCN(Cc3cccs3)C(=S)Nc3ccccc3OC)c2c1 | 25% | 16% | 12% | -0.1% | 6% | 4.4% | 0% | -1.4 | 69 | 0.2%
CCOc1ccccc1NC(=S)N1CCN(c2ccccc2)CC1 | -7% | 4% | 17% | -0.6% | 11% | 7.4% | 4% | -0.3 | 51 | 0.0%
Cc1cc(C)cc(N(CCC#N)C(=O)COC(=O)C2CCN(c3ccc(C(F)(F)F)cn3)CC2)c1 | -1% | 7% | / | / | -10% | 5.6% | / | 2.8 | 59 | -0.9%[50 µM]
COc1ccc(-n2nnnc2SCC(=O)Nc2c(C)n[nH]c2C)cc1 | 0% | / | / | / | 3% | / | / | -0.6 | 44 | 1.3%
O=c1c2cn(Cc3ccc(F)cc3)c3ccccc3c-2nn1Cc1ccc(F)cc1 | -1% | / | 10% | -0.6% | / | / | 3% | 1.0 | 79 | -0.1%
CCOCCCNC(=O)Cn1ncc2c(=O)oc3ccccc3c21 | -3% | 5% | 5% | 0.5% | -3% | 2.1% | -1% | -0.4 | 86 | -0.5%
O=C(NCc1cccs1)NC1CCCCC1 | / | -1% | 5% | 0.0% | 2% | 2.5% | 2% | 0.7 | 46 | 0.5%
O=C(NCCCc1ccccc1)c1cccs1 | 1% | 0% | 13% | 0.0% | 1% | / | 4% | -1.5 | 60 | 0.9%

Quoted at random: 5 compounds from above.
SMILES | Dengue-2 NS5 capping | SV40 large T antigen | AID2073 | West Nile virus CPE | Rac1 GTP hydrolysis | RSV antiviral HEp-2 | SIAH1 antagonists | NTR1 ag | NTR1 ag cell count 20 µM | UTI89 phage lysis | others
O=C(NCCCc1ccccc1)c1cccs1 | 1% | 0% | 13% | 0.0% | 1% | / | 4% | -1.5 | 60 | 0.9%
O=C1NC(=O)/C(=C\c2ccc(Br)o2)S1 | -6% | 3% | 0% | -0.6% | 12% | 2.7% | -4% | -1.1 | 82 | 1.3%
Cc1cc(C)cc(N(CCC#N)C(=O)COC(=O)C2CCN(c3ccc(C(F)(F)F)cn3)CC2)c1 | -1% | 7% | / | / | -10% | 5.6% | / | 2.8 | 59 | -0.9%[50 µM]
CCOC(=O)C1CCN(S(=O)(=O)CCNC(=O)c2ccc3c(c2)OCO3)CC1 | -3% | 19% | / | / | 2% | 1.4% | / | 0.2 | 76 | 0.8%[50 µM]
COc1ccc(-n2nnnc2SCC(=O)Nc2c(C)n[nH]c2C)cc1 | 0% | / | / | / | 3% | / | / | -0.6 | 44 | 1.3%

(further entries)
SMILES | Dengue-2 NS5 capping | SV40 large T antigen | AID2073 | West Nile virus CPE | Rac1 GTP hydrolysis | RSV antiviral HEp-2 | SIAH1 antagonists | NTR1 ag | NTR1 ag cell count 20 µM | UTI89 phage lysis | others
CCCn1c(CCC(=O)O)ccc1-c1ccccc1 | -16% | 12% | 9% | -0.3% | -2% | -1.7% | 7% | 1.1 | 40 | 4.3%
CN1C(=S)SC(C)(C)C1N(O)C(=O)Nc1ccc(Cl)cc1 (stereo not drawn) | 4% | 18% | -10% | -1.3% | 7% | 8.1% | -4% | 0.5 | 39 | 0.1%
O=C(Nc1ccc(F)cc1F)c1c(C(F)(F)F)ccnc1Oc1ccccc1 | / | 14% | 2% | -0.4% | / | 4.5% | -1% | 0.6 | 31 | /
C=CCNC(=O)c1c(N)n(-c2cccc(S(N)(=O)=O)c2)c2nc3ccccc3nc12 | 1% | -2% | 33% | 0.3% | 10% | 4.8% | 1% | 2.1 | 49 | 0.2%
CCCC1=C/C(=C/c2ccc(-c3ccccc3OC)o2)C(=O)O1 | -13% | 17% | 15% | -0.1% | 8% | 4.5% | 3% | 3.3 | 44 | 2.4%
O=C(CSCc1ccccc1)NCc1ccc2c(c1)OCO2 | 2% | -1% | 5% | -0.4% | -6% | 0.9% | 2% | -1.8 | 52 | 3.1%
Cc1cc(C)n2nc(C(=O)OCCOc3cccc(Br)c3)nc2n1 | -5% | 22% | -6% | -0.1% | 4% | 0.2% | -1% | -0.1 | 90 | 0.8%
CN(C)S(=O)(=O)c1ccc(NC(=O)c2ccc3ncsc3c2)cc1 | / | 11% | -1% | 0.0% | / | 1.7% | 3% | 0.6 | 60 | /
COc1ccc(OC)c(NC(=O)CSc2nnc(Cc3cccn3C)n2-c2ccc(F)cc2)c1 | -11% | 3% | 1% | -0.3% | 2% | -0.5% | 1% | 2.0 | 66 | 4.0%
O=C(NCc1cccs1)c1ccc(CS(=O)Cc2ccccc2Cl)o1 (stereo not drawn) | 1% | 4% | 9% | -0.4% | 0% | 0.6% | 13% | -0.6 | 58 | 0.3%
OC1=C(O)c2nc3cc(C(F)(F)F)ccc3nc21 | 0% | 31% | 2% | 1.4% | 23% | / | 0% | -0.3 | 34 | 0.0%
CCN1CCN(c2cc(C)c3cc(NC(=O)c4cccc(OC)c4)ccc3n2)CC1 | -9% | 10% | -3% | 0.7% | 15% | -2.2% | 0% | 1.6 | 69 | -0.2%
O=[N+]([O-])c1ccc(OCCCCN2CCCCC2)cc1 | -6% | 8% | 0% | -0.3% | 5% | -0.9% | 2% | 1.1 | 47 | 1.2%
COc1ccc(S(=O)(=O)N2CCN(CC(=O)Nc3cc(OC)cc(OC)c3)CC2)cc1 | 3% | 16% | 16% | / | -1% | 1.2% | 1% | 1.0 | 47 | -0.3%
Cc1ccc2nc(SCC(=O)Nc3cccc(S(=O)(=O)NC4=NCCCCC4)c3)[nH]c2c1 | -1% | 14% | 6% | -0.3% | 8% | 2.5% | 7% | 1.7 | 43 | 0.7%[50 µM]
COc1cccc(N2CC(C(=O)Nc3ccc(F)cc3)CC2=O)c1 (stereo not drawn) | -6% | -2% | 4% | 0.0% | 2% | 1.1% | 0% | -0.9 | 46 | 0.8%[50 µM]
COc1ccc(S(=O)(=O)N2CCCCCC2)cc1NC(=O)Cc1n[nH]c(=O)c2ccccc12 | -3% | / | / | / | 10% | / | / | 1.5 | 45 | 0.3%[50 µM]
COc1ccc(CC(=O)NC(C)C2COc3ccccc3O2)cc1OC (stereo not drawn) | -8% | 23% | 2% | -0.5% | 6% | -0.9% | 1% | -0.4 | 29 | 0.6%
CN(C)c1cccc(Oc2nc3c(c(=O)n(C)c(=O)n3C)n2C)c1 | 1% | 7% | 11% | -0.5% | -1% | 1.1% | 6% | -1.2 | 71 | -0.4%
COC(=O)c1[nH]c2ccc(C)cc2c1NC(=O)CCN1CCN(Cc2ccc3c(c2)OCO3)CC1 | -6% | 1% | 0% | 0.2% | 3% | -1.6% | -1% | -0.2 | 73 | 0.7%
CCN(CC)C(=O)CSc1nc(N)c(-c2ccccc2)c(=O)[nH]1 | 2% | 1% | -2% | -0.1% | 7% | 1.3% | -4% | -0.3 | 47 | -0.5%
CCCCCCSc1cc(-c2nc3cc(C)ccn3c2NC2CCCCC2)ccc1OC | -9% | -10% | / | / | 8% | -0.4% | / | 6.9 | 56 | 1.2%
COc1cccc(OCC(O)CN2CCC(C)CC2)c1 (stereo not drawn) | -8% | 4% | 0% | -0.4% | -12% | 1.0% | -1% | -1.4 | 42 | -0.3%
Cn1c(SCC(=O)NC2CCCC2)nnc1-c1ccco1 | -5% | 1% | -5% | -0.5% | 5% | 0.9% | -2% | -1.0 | 53 | 0.0%
COc1ccc(N2CCN(C(CNC(=O)C(=O)NCCC3=CCCCC3)c3ccco3)CC2)cc1 (stereo not drawn) | 4% | 10% | -10% | -1.0% | 6% | 11% | 3% | -0.6 | 74 | -0.1%
COc1cc(Cl)c(C)cc1NC(=O)Cc1cccs1 | -1% | 9% | -8% | -1.9% | 9% | 2.7% | 12% | 1.3 | 55 | 0.2%
CC(=O)NN1C(=O)c2ccc(Oc3ccc4c(c3)C(=O)N(NC(C)=O)C4=O)cc2C1=O | / | 14% | 8% | 0.1% | / | 1.5% | 0% | 0.2 | 64 | /
CC1CN(C(=O)N[C@@H](Cc2ccccc2)C(=O)O)CC(C)O1 (stereo partly drawn) | -8% | 9% | -1% | 0.1% | 1% | 0.4% | 7% | -0.4 | 45 | -0.1%
CCOC(=O)N1CCN(C(=O)C2CCC(=O)N(Cc3cccc(C(F)(F)F)c3)C2)CC1 (stereo not drawn) | 0% | 7% | 13% | -0.8% | 6% | 2.0% | 4% | 0.2 | 58 | 0.9%[50 µM]
CCc1ccc(S(=O)(=O)Nc2ccncc2)cc1 | 3% | 10% | 4% | -1.1% | 10% | 0.3% | -2% | 0.0 | 56 | 0.2% | Dengue-2 NS5 capping pilot replicate=-2.7
COc1ccccc1NC(=S)N(Cc1ccccc1)Cc1cccnc1 | -7% | 11% | -12% | -0.6% | 4% | 2.2% | 3% | 5.2 | 67 | -0.3%
Cc1ccc(S(=O)(=O)N2CC(=O)Nc3ccccc32)cc1 | -1% | -2% | 2% | -0.1% | 2% | 0.8% | 0% | 1.0 | 51 | ?
Cc1ccc(-c2cc(C(=O)Nc3cc(C)on3)no2)cc1 | -5% | 9% | 42% | 0.3% | 11% | 1.0% | 4% | 0.5 | 93 | 0.4%
CCCn1nnc(NC(=S)NC(=O)/C=C/c2ccco2)n1 | -3% | 21% | -8% | 0.2% | 18% | 0.4% | -6% | 0.6 | 53 | 2.4%
CCCCNC(=O)Cn1nc(C)c(S(=O)(=O)N2CCOCC2)c1C | -6% | / | / | / | 3% | 2.1% | / | 1.8 | 76 | 0.4%[50 µM]
COc1ccc(/C=C/C(=O)N2CCN(c3ccccc3)CC2)cc1S(=O)(=O)N1CCOCC1 | -10% | 9% | 14% | -0.8% | 1% | 0.9% | 11% | 1.8 | 38 | 0.3%
O=C(C1=NN[C@@H]2C(=O)N(c3ccccc3C(F)(F)F)C(=O)[C@H]12)C(c1ccccc1)c1ccccc1 | -2% | 8% | 4% | -0.2% | 6% | 1.2% | 2% | 0.3 | 47 | -0.3%
